# Source: PubChem BioAssay
# S1P2 blocker – blocks the human S1P2 receptor | O95136 | hit rate 0.21% among 97,000 | cell-based S1P2 antagonist assay, inhibition at 5 uM | inhibition, % at 5 µM; in the data active means inhibition above about 45%;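 further: CRE beta-lactamase reporter cells expressing human S1P2 stimulated with S1P; 0% = agonist at EC80 alone and 100% = agonist plus reference antagonist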
# Target sequence (O95136 whole entry, looked up): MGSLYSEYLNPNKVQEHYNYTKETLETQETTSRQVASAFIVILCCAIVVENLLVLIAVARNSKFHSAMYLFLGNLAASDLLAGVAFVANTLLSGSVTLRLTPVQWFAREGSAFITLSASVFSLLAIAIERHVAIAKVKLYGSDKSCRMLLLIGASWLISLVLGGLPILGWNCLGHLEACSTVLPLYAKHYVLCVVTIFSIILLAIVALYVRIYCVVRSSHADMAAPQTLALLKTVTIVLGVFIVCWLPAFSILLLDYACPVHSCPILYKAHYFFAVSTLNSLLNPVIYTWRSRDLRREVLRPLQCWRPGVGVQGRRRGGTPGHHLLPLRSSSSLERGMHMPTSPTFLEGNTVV
# hDAT+cocaine – human DAT dopamine uptake with cocaine, either direction | hit rate 1.3% among 110,000 | LLC-PK1 hDAT cells, [14C]-dopamine uptake with cocaine IC80; actives deviate in either direction | Q01959 | B-score at 10 µM;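 active means Z score or B-score, a plate-position-corrected score, falls beyond the plate's 99.7% confidence bounds, in either direction; inactive means both scores lie inside the 99.7% bounds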;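 further: scored against the spread of the other compound wells on the same plate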
# Target sequence (Q01959 whole entry, looked up): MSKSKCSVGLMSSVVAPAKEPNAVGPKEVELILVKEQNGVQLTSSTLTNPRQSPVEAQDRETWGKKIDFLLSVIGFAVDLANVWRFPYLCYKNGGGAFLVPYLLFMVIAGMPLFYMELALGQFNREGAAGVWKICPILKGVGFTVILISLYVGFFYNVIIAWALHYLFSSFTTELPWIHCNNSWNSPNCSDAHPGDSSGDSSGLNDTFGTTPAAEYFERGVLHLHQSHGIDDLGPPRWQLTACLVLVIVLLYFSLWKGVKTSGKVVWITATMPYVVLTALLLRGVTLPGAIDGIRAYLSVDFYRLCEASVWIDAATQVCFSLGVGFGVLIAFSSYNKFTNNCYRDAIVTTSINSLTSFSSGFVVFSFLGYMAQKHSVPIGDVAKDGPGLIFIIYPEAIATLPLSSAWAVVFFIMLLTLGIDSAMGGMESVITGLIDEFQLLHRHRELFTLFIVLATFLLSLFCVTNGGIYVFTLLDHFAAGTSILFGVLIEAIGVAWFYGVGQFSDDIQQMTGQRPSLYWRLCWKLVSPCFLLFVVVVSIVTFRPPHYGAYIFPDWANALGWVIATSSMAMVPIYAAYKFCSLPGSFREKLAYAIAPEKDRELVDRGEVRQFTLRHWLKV
# S1P2 agonist – activates the human S1P2 receptor; O95136; S1P2-expressing cell line, agonist reporter read-out; activation, % at 4.5 µM; hit rate 0.46% among 97,000; AID 729; in the data active means activation above about 16%;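 further: 0% = vehicle low control and 100% = maximal reference agonist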
# Ecoli WT expand – growth inhibitors of E. coli BW25113 wild type; OD600 absorbance; growth inhibition, % at 100 µM; hit rate 0.15% among 98,000;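 active means growth inhibition above about 50% at one test dose, limit read from the data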;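 further: growth measured after 20 h incubation at 37 °C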
# H69AR inhibit – blocks growth of human H69AR lung tumor cells | H69AR lung tumor viability, ATP luminescence, 72 h; hits give low values | viability, % at 10 µM | hit rate 6% among 85,000 | AID 598;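 active means viability at or below 40%; inactive means viability above 40%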;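 further: multidrug resistant small cell line overexpressing MRP-1 efflux transporter; 100% = mean luminescence of untreated control wells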
# PostGolgi ctrl – growth of the yeast control strain, post-Golgi counter-screen. efflux-deficient yeast background strain, growth absorbance A615, 16 h. inhibition, % at 10 µM. hit rate 5% among 98,000. AID 738
# Lung fibro prol – blocks proliferation of human lung fibroblasts | LL 47 human lung fibroblast viability, ATP luminescence; hits give low values | viability, % at 10 µM | hit rate 1.1% among 85,000 | AID 719;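 active means viability at or below 50% in the single dose screen; inactive means viability above 50%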;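 further: compound exposure lasted 72 h before the ATP readout; 100% = median luminescence of untreated cell-only wells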
#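 Test system: LL 47 human lung fibroblasts / Incubation: 72 h compound exposure at 37 °C after overnight plating / Technique: luminescent ATP detection, CellTiter-Glo / Compound dosing: 0.1% DMSO in all compound wells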
# HUVEC inhibit – blocks proliferation of human endothelial cells. HUVEC proliferation, CellTiter-Glo luminescence, 72 h; hits give low values. hit rate 1.1% among 86,000. viability, % at 10 µM (by protocol);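 active means viability at or below 30%; inactive means viability above 30%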;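 further: 100% = median luminescence of DMSO-only cell control wells on each plate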
# PostGolgi yeast – growth inhibition of a yeast mutant, post-Golgi transport screen | post-Golgi transport phenotypic cell assay | inhibition, % at 10 µM | hit rate 0.9% among 98,000 | AID 739;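 further: yeast cells grown in 1536-well plates; yeast grown about 18 h at 30C before absorbance read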
# An asterisk follows results filed as active; . = not tested or not shown. Unless noted, no stated cut-off is given here; in the data, active means inhibition above about 30%; inactive means the rest. No enrichment for hits; any-hit rate near 11%.
# Every second line gives: S1P2 blocker	hDAT+cocaine	S1P2 agonist	Ecoli WT expand	H69AR inhibit	PostGolgi ctrl	Lung fibro prol	HUVEC inhibit	PostGolgi yeast
Cc1ccc(S(=O)(=O)N2CCCC2C(=O)NCc2ccco2)cc1 (configuration not stated)
→ -2	-0.36	-8	-7	100	10	103	103	4
O=C(N/N=C/C=C/c1ccccc1)c1cccc(Br)c1
→ -8	0.86	0	-13	37*	6	77	80	1
c1ccc(-c2nn3c(-c4ccco4)nnc3s2)nc1
→ -2	0.13	-2	1	77	-4	106	95	1
COC(=O)CN(C(=O)CSc1nnc(-c2cccc(OC)c2)o1)c1ccc(OC)cc1
→ -3	-0.42	-5	-22	91	4	101	109	-1
CCN1C(=O)/C(=C\N2CCN(C)CC2)SC1=S
→ -12	0.24	-1	0	87	10	103	99	1
CCOc1ccccc1C(=O)Nc1cc(C(=O)NCCc2ccccc2)ccc1Cl
→ 8	0.62	-8	-6	.	3	.	.	-3
CCOC(=O)c1cnn(Cc2ccccc2Cl)c1N
→ -33	0.21	-3	19	96	13	105	92	-2
O=c1c2[nH]c3ccc(Cl)cc3c2ncn1Cc1ccccn1
→ -38	-0.47	9	0	91	0	98	102	22
Nc1nc(C2C(=O)CCCC2=O)cs1
→ -8	-1.2	-2	6	100	-9	107	99	-2
Cc1ccc(-n2nnnc2SCC(=O)c2ccc3c(c2)NC(=O)CO3)c(C)c1
→ 1	-0.31	-4	2	.	-4	.	.	-2
CC(=O)c1ccc(-c2nc3ccccc3n2C)o1
→ -5	-0.41	-7	9	70	-3	96	101	3
O=C(Nc1nc2ccccc2n1CCN1CCOCC1)c1cn(-c2ccccc2)nc1-c1ccccc1
→ -2	.	-6	-4	19*	9	53	63	1
COCCn1c(-c2ccccc2)nc2oc3ccccc3c(=O)c2c1=O
→ 8	-0.45	-6	2	90	14	100	92	0
O=C(Cc1nn[nH]n1)NCc1ccccc1Cl
→ .	-0.02	.	4	97	5	101	92	0
O=C(COC(=O)C(Cc1ccccc1)NC(=O)c1ccco1)NC1CC1 (configuration not stated)
→ 8	0.84	-4	6	.	8	.	.	8
COc1cc(OC)c(/C=N/NC(=O)c2ccc([N+](=O)[O-])cc2)cc1Br
→ -9	-0.75	-6	0	.	6	.	.	-4
CNC(=O)Cn1nc(-c2ccc(C)c(S(=O)(=O)N(C)C)c2)c2ccccc2c1=O
→ -15	1.4	-6	.	77	.	109	93	.
O=C(NCc1ccncc1)c1ccc(Cl)c(S(=O)(=O)N2CCOCC2)c1
→ 13	0.54	-10	0	84	-3	99	97	15
COC(=O)N/N=C(\C)c1ccccc1Br
→ 15	0.65	-3	2	109	-1	102	104	5
CC1NC(=O)NC1CCCCC(=O)O (configuration not stated)
→ .	0.37	.	-6	103	-16	90	87	-9
CC1CCC(C(=O)NC(C(=O)N2CCN(c3ccccn3)CC2)C(C)C)CC1 (configuration not stated)
→ 2	.	-5	7	105	16	96	110	-7
COc1ccc2c(c1)[nH]c1c(=O)n(CCC3=CCCCC3)cnc12
→ -12	-0.21	-4	-4	49	15	83	91	-6
Cc1ccc2cc3cc(C(=O)N(CC(=O)NC4CCCC4)c4cccc(C)c4C)sc3nc2c1
→ 17	-0.88	-5	-11	.	2	.	.	1
CCCSC1=C(C#N)C(c2cccnc2)C(C(=O)OCC)=C(c2ccccc2)N1 (configuration not stated)
→ 5	0.64	-2	-11	.	10	.	.	6
COC(=O)c1ccc(NC(=O)Nc2ccc(F)c(Cl)c2)cc1
→ -20	-0.33	-5	15	67	35*	104	43	3
CCN1C(=O)CC(N2CCC(C(=O)N3CCOCC3)CC2)C1=O (configuration not stated)
→ -11	0.0078	-1	-1	86	4	100	99	-7
Cn1c(OCc2ccc3c(c2)OCO3)nc2c1c(=O)n(Cc1cccc(Cl)c1)c(=O)n2C
→ 1	0.38	-9	.	58	.	100	93	.
O=C(CSc1cccc2cccnc12)OCC(=O)c1ccc(Br)cc1
→ -32	-0.86	-2	-11	.	9	.	.	4
CCOC(=O)c1nnn(-c2nonc2NC(C)=O)c1C
→ 8	-0.52	-2	-3	110	-4	95	86	6
CCCCC[C@H](O)/C=C/C1=C(CCCCCCC(=O)O)C(=O)CC1
→ .	-0.62	.	.	70	.	91	115	.
O=S(=O)(c1ccc(N2CCN(S(=O)(=O)c3ccc4c(c3)OCCO4)CC2)nc1)N1CCCC1
→ 18	0.8	-5	-6	75	9	78	56	-9
Cc1ccnc(NC(=S)NC(=O)/C=C/c2ccco2)c1
→ 9	0.32	-3	-2	26*	0	72	64	1
C=CCn1c(SCc2ccc(Cl)cc2)nc2c1c(=O)[nH]c(=O)n2C
→ -12	0.23	-4	-6	68	15	94	103	19
COC(=O)c1cc2ccsc2n1CC(=O)Nc1ccc(N(C)C)cc1
→ -1	0.52	-5	-4	99	22	102	108	-10
O=C(Oc1ccc2c(=O)c(Oc3ccc4ccccc4c3)coc2c1)c1cncc(Br)c1
→ 1	0.36	-1	-1	.	8	.	.	-11
Cc1ccc(-n2ncc3c(=O)[nH]cnc32)c(C)c1
→ -7	-0.64	-1	-2	95	-7	99	103	-3
CCC(=O)C1=C(N2CCCC2)CC(C)(C)CC1=O
→ -16	-0.0079	-3	0	100	-2	102	111	-3
COc1ccc(N(CC(=O)Nc2ccc(C)c(C)c2)S(=O)(=O)c2c(C)n[nH]c2C)cc1
→ 0	.	-3	3	91	3	103	90	3
COc1ccccc1N1CCN(C(=O)CSc2nc3ccccc3o2)CC1
→ -5	9.7e-05	-5	21	45	8	94	90	33*
CS(=O)(=O)N(CC(=O)Nc1ccccc1C(=O)NCc1ccco1)c1ccc2c(c1)OCCO2
→ -24	0.047	2	-7	26*	2	86	83	-8
O=C(COC(=O)Cc1ccsc1)NC1CCCCCC1
→ 14	-1	-7	10	97	18	99	87	-5
COc1ccc(C(=O)CSc2nc3cccnc3n2C)cc1
→ 3	-1.1	-1	.	99	.	94	100	.
Cc1c(Br)c([N+](=O)[O-])nn1CC(=O)N1CCCc2ccccc21
→ .	-0.88	.	1	.	30	.	.	18
Cc1cc2oc(=O)cc(CN3CCN(C/C=C/c4ccccc4)CC3)c2cc1O
→ 32	0.76	-3	10	.	15	.	.	0
COC(=O)c1[nH]c2ccc(C)cc2c1NC(=O)CN1CCCC(C)(C)C1
→ 3	1.5	-2	24	.	5	.	.	-2
CCOc1ccc(C2/C(=C(\O)c3cccc(OC)c3)C(=O)C(=O)N2c2cc(C)on2)cc1OC (configuration not stated)
→ .	0.14	.	-1	94	12	90	100	5
O=P(O)(CCCP(=O)(O)CCc1ccccc1)CCc1ccccc1
→ .	-0.45	.	.	94	.	97	91	.
COC(=O)c1sccc1NC(=O)/C=C\c1ccc(Cl)cc1Cl
→ -9	-0.011	-2	1	.	-3	.	.	7
CCOC(=O)C1CCCN(C(=O)C2CCCN(S(C)(=O)=O)C2)C1 (configuration not stated)
→ 23	-0.98	-8	-3	87	1	100	84	0
COc1ccccc1CNc1n[nH]c(NCc2ccccc2OC)n1
→ 3	0.26	-6	3	95	1	102	99	-1
O=C(CCN1C(=O)c2ccccc2C1=O)NC1=NCCS1
→ 18	0.37	-2	-2	.	7	.	.	-7
O=C(CCNS(=O)(=O)c1cccc2nonc12)N1CCN(c2cccc(Cl)c2)CC1
→ 4	-0.27	-3	-3	83	-1	91	97	2
O=C(c1ccco1)N1CCN(C(=O)c2cnn3c(C(F)(F)F)cc(-c4cccs4)nc23)CC1
→ -13	0.54	-7	-4	69	8	101	94	-4
COc1ccc(Sc2nnc(-c3ccccc3)cc2C#N)cc1
→ 5	-0.24	-8	-1	65	0	108	87	7
O=C(NCC1CCCO1)c1cccc(-n2cnnn2)c1 (configuration not stated)
→ 7	-0.0012	-2	0	104	12	96	90	-3
C/C(=N\NC(=O)COc1ccc([N+](=O)[O-])cc1)C(C)(C)C
→ -7	0.25	-4	9	.	-9	.	.	-22
COc1ccc(NC(=O)C2CCCN2S(=O)(=O)c2ccc(C)cc2)cc1 (configuration not stated)
→ 10	0.85	-5	-9	50	7	96	93	8
CCCOC(=O)CCc1n[nH]c(=O)[nH]c1=O
→ 13	-0.072	-3	-3	106	3	92	99	-4
Cc1noc(C)c1COC(=O)COc1ccc2c(C)cc(=O)oc2c1
→ 17	-0.055	-2	8	83	6	99	97	3
CCOC(=O)N1CCC(N2C(=O)c3ccccc3C2Nc2ccc(Cl)cn2)CC1 (configuration not stated)
→ 8	0.25	-4	0	68	21	88	83	-7

# New compounds follow
# Every second line gives: S1P2 blocker	hDAT+cocaine	S1P2 agonist	Ecoli WT expand	H69AR inhibit	PostGolgi ctrl	Lung fibro prol	HUVEC inhibit	PostGolgi yeast
O=C(COC(=O)C1(c2ccccc2F)CCCC1)N1CCN(C(=O)c2ccco2)CC1
→ 10	-0.21	-8	-3	78	19	99	103	-8
COC(=O)c1ccccc1NC(=O)c1nc2nc(C)cc(C(F)F)n2n1
→ 24	-0.67	-6	-9	106	11	96	100	5
N#CC1=C(N)Oc2n[nH]c(-c3ccc(F)cc3)c2C1c1cccc(OC(=O)N2CCOCC2)c1 (configuration not stated)
→ -34	-0.05	-6	1	100	3	106	100	-10
COc1ccccc1CNC(=O)c1ccc(CS(=O)(=O)c2ccccc2OC)o1
→ 0	0.43	-2	6	76	2	106	89	-1
Cc1c(C(=O)O)oc2ccc(S(=O)(=O)NCc3ccc(F)cc3)cc12
→ -10	-0.2	-11	-1	94	12	102	88	6
Cc1ncc(N=Nc2ccccc2Cl)c(-c2ccccc2)n1
→ -8	-0.34	-2	-5	.	-1	.	.	-2
CCOC(=O)C(C)n1cnc2c(oc3ccccc32)c1=O (configuration not stated)
→ 2	-0.27	-5	-7	97	-3	90	91	5
O=C(O)C1C2C=CC(C2)C1C(=O)Nc1ccc2c(c1)OCCO2 (configuration not stated)
→ -4	.	-3	-3	94	0	108	102	-7
Cc1ccc(Nc2nc(CSc3nnnn3-c3ccccc3)cs2)cc1
→ 1	1.4	-8	-20	98	34*	92	74	14
CC1CN(c2ncnc3c2cnn3-c2ccc(Cl)cc2)CC(C)O1 (configuration not stated)
→ 8	0.088	-1	0	50	9	100	100	-13
Clc1cccc(CSc2nccn2-c2ccccc2)c1
→ -11	0.17	-5	6	.	7	.	.	-16
N#Cc1c(N)nc2c(c1N)CC(COc1ccccc1)O2 (configuration not stated)
→ 4	0.87	0	1	.	6	.	.	-6
CCOC(=O)N1CCN(c2cc3[nH]c(=S)[nH]c3cc2F)CC1
→ -1	1.4	-4	1	65	-9	98	98	10
CN(NC(=O)c1ccccc1)c1nc2ccccc2nc1C(F)(F)F
→ 9	-0.41	-6	-5	.	0	.	.	22
CN1CCN(C(=O)C23CCC(C)(c4nc5ccccc5nc42)C3(C)C)CC1 (configuration not stated)
→ 10	-0.31	-6	-16	82	5	101	92	5
Cc1cccc(C)c1OCC(=O)N=Nc1c(O)[nH]c2ccc(Br)cc12
→ -18	.	-4	-17	1.9*	38*	98	17*	1
CO/N=C/C(C#N)c1ncc(C(F)(F)F)cc1Cl (configuration not stated)
→ -14	-2.5*	-8	21	.	17	.	.	4
CCOc1ccc(-n2c(=O)cc(N3CCN(c4ccccc4)CC3)[nH]c2=O)cc1
→ -5	-0.45	0	-7	97	15	102	115	0
O=C(CSc1nnc2sc3ccccc3n12)NCc1ccco1
→ 3	-0.75	-2	5	.	4	.	.	-3
COc1ccc(C(=O)Nc2cc(C)cc(C)c2)cc1S(=O)(=O)N1CCOCC1
→ -7	0.027	-13	-4	73	-3	100	83	0

# Three of the entries above in order of the hDAT+cocaine value, falling.
Structure | S1P2 blocker | hDAT+cocaine | S1P2 agonist
Cc1c(C(=O)O)oc2ccc(S(=O)(=O)NCc3ccc(F)cc3)cc12 | -10 | -0.2 | -11
COc1ccc2c(c1)[nH]c1c(=O)n(CCC3=CCCCC3)cnc12 | -12 | -0.21 | -4
CCOC(=O)C1CCCN(C(=O)C2CCCN(S(C)(=O)=O)C2)C1 (configuration not stated) | 23 | -0.98 | -8
